mIDH1 inhibitor: human IDH1 R132H inhibition | IDH1-R132H enzyme, NADPH consumption, diaphorase/resazurin fluorescence | O75874 | Potency, µM (series often up to 76.6 µM), inactives show at the highest dose activity change, negative = inhibition, usual class: inhibitors | 390,000 compounds, 0.093% hits; further: potency means the concentration at half of the fitted maximal effect; on the % scale 0 is the no-effect control and ±100 the full control effect; nearly all actives have a fitted effect of over 65% in size
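IDH1-R132H (0.5 ug/mL dispensed) in pH 7.5 Tris buffer was preincubated 30 min with compound, then given a substrate mix of 0.016 mM NADPH and 2 mM alpha-KG for 80 min at room temperature; remaining NADPH was read by diaphorase/resazurin fluorescence.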
TrxR1 substrate: substrates of rat thioredoxin reductase 1 | O89049 | purified TrxR1 substrate turnover, NADPH consumption readout | Potency, µM (doses to about 114 µM), inactives show at the top dose activity change, negative = substrate turnover | 390,000 compounds, 0.01% hits | AID 588456; further: potency means the concentration at half of the fitted maximal effect; on the % scale 0 is the no-effect control and ±100 the full control effect; nearly all actives have a fitted effect of over 50% in size
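Rat TrxR1, dispensed at 90 nM, was prereduced with 400 uM NADPH (final) for 5 min at ~22 deg C, then incubated with compound 15 min before 400 uM selenite. A first-read NADPH fluorescence drop versus no-compound background flagged substrates.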
GLS inhibitor: inhibitors of human glutaminase (GLS) | O94925 | GLS enzymatic activity, qHTS titration | Potency, µM (series often up to 45.5 µM), for the others: at the top dose activity change, negative = inhibition, actives largely listed as inhibitors | 410,000 compounds, 0.21% hits | AID 624170; further: potency means the concentration at half of the fitted maximal effect; on the % scale 0 is the no-effect control and ±100 the full control effect
Target sequence (O94925 whole entry, looked up): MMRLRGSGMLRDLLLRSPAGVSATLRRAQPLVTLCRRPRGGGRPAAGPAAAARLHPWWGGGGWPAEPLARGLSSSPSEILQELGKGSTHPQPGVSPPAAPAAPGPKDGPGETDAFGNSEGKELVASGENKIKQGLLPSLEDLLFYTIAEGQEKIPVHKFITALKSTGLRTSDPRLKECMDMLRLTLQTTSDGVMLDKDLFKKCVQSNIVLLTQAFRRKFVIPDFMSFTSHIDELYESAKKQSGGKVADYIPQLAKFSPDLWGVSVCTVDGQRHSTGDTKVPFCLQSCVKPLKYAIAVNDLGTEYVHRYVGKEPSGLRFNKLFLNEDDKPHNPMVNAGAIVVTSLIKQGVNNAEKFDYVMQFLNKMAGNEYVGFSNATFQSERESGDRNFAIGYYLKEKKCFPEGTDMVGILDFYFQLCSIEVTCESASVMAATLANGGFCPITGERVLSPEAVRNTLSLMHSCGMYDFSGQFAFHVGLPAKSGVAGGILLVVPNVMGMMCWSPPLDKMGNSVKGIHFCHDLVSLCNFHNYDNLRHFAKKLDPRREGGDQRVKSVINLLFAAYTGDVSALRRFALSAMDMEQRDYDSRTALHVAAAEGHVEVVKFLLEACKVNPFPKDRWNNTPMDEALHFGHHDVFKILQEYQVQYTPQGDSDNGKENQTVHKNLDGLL
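Enzyme dispensed in phosphate buffer (45 mM, pH 8.2, 0.02% Tween-20), compounds pinned in, then 1 mM L-glutamine solution and the glutamate oxidase–HRP–Amplex Red mix added; fluorescence read immediately and again after 30 min at room temperature.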
Pin1 inhibitor: inhibitors of human Pin1; Q13526; Pin1 FP peptide displacement, HiFluor488, 10 min; Potency, µM (highest dose often 115 µM), for inactives: at the highest dose activity, negative = inhibition, hits mostly inhibitors; 390,000 compounds, 0.009% hits; AID 504891; active means well fitted inhibition curve with a large enough effect in the polarisation, with a control signal flat, not every such curve was filed as active; inconclusive means small, poorly fitted or top-dose-only effect, or effect the other way, or a change in a side signal; inactive means no such curve, though single readings can be large or run the other way; the % refers to the polarisation; further: potency means the concentration at half of the fitted maximal effect; on the % scale 0 is the no-effect control and ±100 the full control effect
PI4K2A block: inhibitors of human PI4K2A; Q9BTU6; purified PI4K2A, ADP-Glo luminescence, 1 h; stronger effect = lower value; activity change, negative = inhibition, % at 76.9 µM; 420,000 compounds, 0.13% hits; in the data active means activity change below about -50%; inconclusive means mostly about -30% to -49%;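 further: -100% = wells without enzyme as full effect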
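ADP-Glo luminescence measured ADP generated by PI4K2A enzyme (4 ug/mL before mixing) with 1.2 mM PI substrate (pre-mix) and 300 microM ATP (pre-mix). Tris pH7.5 buffer with MgCl2, Triton X-100; 1 h reaction at ambient temperature.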
HP1b binding inh: blocks HP1-beta chromodomain binding to methylated histone tails; P83916; AlphaScreen HP1-beta / biotin-H3K9me3 peptide binding; Potency, µM (series often up to 114 µM), inactives show at the top dose activity change, negative = inhibition, hits mostly inhibitors; 390,000 compounds, 0.56% hits; further: potency means the concentration at half of the fitted maximal effect; nearly all actives have a fitted effect of over 70% in size; inactives centre near 23
Target sequence (P83916 whole entry, looked up): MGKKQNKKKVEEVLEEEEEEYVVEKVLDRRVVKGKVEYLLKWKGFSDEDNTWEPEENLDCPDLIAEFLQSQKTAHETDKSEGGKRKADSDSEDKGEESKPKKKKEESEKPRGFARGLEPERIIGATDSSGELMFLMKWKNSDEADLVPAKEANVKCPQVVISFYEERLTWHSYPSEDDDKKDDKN
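AlphaScreen: HP1-beta (50 nM) preformed 30 min with biotin-H3(1-18)K9me3 peptide (50 nM) in PBS pH 7.4, 0.01% Tween-20. Compound added for 30 min at RT, then streptavidin donor/nickel chelate acceptor beads (10 ug/mL) for 30 min.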
USP1 inh: inhibitors of human USP1/UAF1 deubiquitinase; recombinant USP1/UAF1, Ub-Rhodamine cleavage fluorescence; Potency, µM (series often up to 57.1 µM), without a hit: at the highest dose activity change, negative = inhibition, usual class: inhibitors; 390,000 compounds, 0.23% hits; AID 743255; further: potency means the concentration at half of the fitted maximal effect; on the % scale 0 is the no-effect control and ±100 the full control effect; nearly all actives have a fitted effect of over 60% in size; inactives centre near -12
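USP1/UAF1 complex (1 nM) preincubated 15 min at room temperature with compound, then Ub-Rho substrate (150 nM final) added. Kinetic fluorescence at 480/540 nm over 6 reads at 60 s intervals; 50 mM HEPES pH 7.8, 0.5 mM EDTA, 0.1 mg/ml BSA, 1 mM TCEP, 0.01% Tween-20.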
Tb PGK inh: T. brucei PGK inhibition. P07378. PGK/GAPDH coupled, Kinase-Glo luminescence, 60 min. Potency, µM (top dose mostly 57.5 µM), without a hit: at the highest dose activity change, negative = inhibition, most hits filed as inhibitors. 380,000 compounds, 0.043% hits. AID 602233; further: potency means the concentration at half of the fitted maximal effect; on the % scale 0 is the no-effect control and ±100 the full control effect; nearly all actives have a fitted effect of over 60% in size
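Recombinant glycosomal PGK reaction used 1,3-bisphosphoglycerate generated in-well by GAPDH (100nM final) in 100mM TEA pH 7.6, 5mM MgCl2, 0.01% Tween-20. After 60 minutes at room temperature, ATP was read by Kinase-Glo Plus luminescence end-point.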
TrxR1 inh: rat TrxR1 inhibition. O89049. recombinant rTrxR1, NADPH fluorescence consumption, selenite substrate. Potency, µM (top dose mostly 114 µM), for the others: top-dose activity change, negative = inhibition, actives largely listed as inhibitors. 390,000 compounds, 1% hits. AID 588453; further: potency means the concentration at half of the fitted maximal effect; on the % scale 0 is the no-effect control and ±100 the full control effect; nearly all actives have a fitted effect of over 65% in size
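Rat TrxR1 (90 nM in the dispensed reagent) was pre-reduced with 400 uM NADPH for 5 min at room temperature, then incubated with compound for 15 min. After 400 uM selenite was added, NADPH fluorescence (Ex 340/Em 450 nm) was followed for 8 min.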
The depositor's hits bear a star; i = inactive; ? = inconclusive; . = not tested or not shown; & = joins results of further samples; [ ] = dose if it differs, or a comment. Unless noted, the call rests on the fitted dose curve; in most records, active means well fitted curve in the direction sought with a large enough effect; inconclusive means small, poorly fitted or top-dose-only effect, or another doubt; inactive means no such curve, though single readings can be large; an effect the other way counts as inactive or inconclusive.

The first four records, to show the layout:
SMILES	mIDH1 inhibitor	TrxR1 substrate	GLS inhibitor	Pin1 inhibitor	PI4K2A block	HP1b binding inh	USP1 inh	Tb PGK inh	TrxR1 inh
CC1CC(C)(C)Nc2ccc(OC(=O)c3ccco3)cc21 (centres undefined)	3%	-10%	?	2%	5	-9%	-12%	-3%	-8%
Cc1cccc(OCc2ccc(C(=O)Nc3ccc(F)cc3)cc2)c1	0%	1%	12%	-2%	-1	32%	-3%	22%	5%
COc1ccc2c(c1)CC/C2=N\OC(=O)c1ccccc1OC	8%	0%	-5%	0%	-5	31%	-22%	.	16%
CCCCNC(=O)N1CCN(S(C)(=O)=O)CC1	-3%	-5%[57.1 µM]	-5%	-12%	-1	27%	-16%	-1%	-3%[57.1 µM]

Main list, from the first entry:
SMILES	mIDH1 inhibitor	TrxR1 substrate	GLS inhibitor	Pin1 inhibitor	PI4K2A block	HP1b binding inh	USP1 inh	Tb PGK inh	TrxR1 inh
CC1CC(C)(C)Nc2ccc(OC(=O)c3ccco3)cc21 (centres undefined)	3%	-10%	?	2%	5	-9%	-12%	-3%	-8%
Cc1cccc(OCc2ccc(C(=O)Nc3ccc(F)cc3)cc2)c1	0%	1%	12%	-2%	-1	32%	-3%	22%	5%
COc1ccc2c(c1)CC/C2=N\OC(=O)c1ccccc1OC	8%	0%	-5%	0%	-5	31%	-22%	.	16%
CCCCNC(=O)N1CCN(S(C)(=O)=O)CC1	-3%	-5%[57.1 µM]	-5%	-12%	-1	27%	-16%	-1%	-3%[57.1 µM]
COC(=O)Nc1nnc(COc2ccccc2)s1	10%	-5%[57.1 µM]	16%	-6%	-3	22%	-10%	-3%	8%[57.1 µM]
CCOC(=O)N1CCC(Nc2c(NCCCN(CC)Cc3ccccc3)c(=O)c2=O)CC1	8%&-17%	-12%&-2%	30%&5%	-6%&-4%	6&3	31%&12%	-8%&-19%	-9%	-20%&1%
CNc1ccc(/C=C/C(=O)c2cccc3ccccc23)cc1[N+](=O)[O-]	5%	-13%	-1%	2%	-4	16µM*	-16%	i	-9%
Cc1cc2oc(=O)cc(CN3CCOCC3)c2cc1Cl	4%	2%	-2%	-3%	-4	35%	-8%	1%	10%
COc1ccc2cc(C(=O)NC3CCCCC3)c(=O)oc2c1	4%	36%[activator]	6%	8%	3	26%	-8%	-7%	-8%
COc1ccc(NC(=O)c2nc[nH]c2C(=O)N(C)CCO)cc1	-14%	.	-1%	.	3	.	8%	3%	.
COc1ccc(NC(=O)CCC(=O)Nc2nnc(CC(C)C)s2)cc1Cl	-5%	0%	-1%	-1%	4	59%[activator]	-8%	9%	2%
COc1ccc(S(=O)(=O)N(C(=O)c2ccncc2)c2ccc3oc(C)c(C(C)=O)c3c2)cc1	38%[activator]	-10%	4%	10%	4	23%	-23%	2%	?
COCCNS(=O)(=O)c1cc(C)c(C)cc1C	5%	-5%[57.1 µM]	-7%	-3%	-5	30%	-18%	i	14%[57.1 µM]
CC1(C)CC(=O)C(N=Nc2ccc(Br)cc2)=C(O)C1	5%	-5%[57.1 µM]	5%	-4%	-1	-3%	-15%	1%	-5%[57.1 µM]
COc1ccc(Cn2c(SCC(N)=O)nc3c(sc4ccccc43)c2=O)cc1	-3%	-2%[57.1 µM]	-10%	-2%	-4	-6%	-19%	-4%	17%[57.1 µM]
COc1ccc(CC(=O)NCC(=O)N/N=C/c2sccc2C)cc1	1%	-5%	19%	1%	1	12%	-13%	7%	3%
CCOc1ccccc1N(C(=O)CNC(=O)c1ccco1)C(C(=O)NC1CCCC1)c1ccncc1 (centres undefined)	6%	7%[57.1 µM]	4%	-1%	-28	-1%	-6%	4%	-6%[57.1 µM]
CCc1ccc(S(=O)(=O)c2nnn3c2nc(N2CCN(c4ccccc4)CC2)c2cc(Cl)ccc23)cc1	-17%	6%	0%	0%	-3	33%	-23%	7%	24%
N#C/C(=C/c1cccc([N+](=O)[O-])c1)c1nnc2n1CCCCC2	-1%	8%[57.1 µM]	20%	1%	24	22%	-11%	2%	-51%
COc1ccc(CC(=O)Oc2ccc(C#N)cc2)cc1	-3%	2%	-4%	3%	11	28%	-13%	-1%	13%

Compound profiles, as listed above. Screens in order: mIDH1 inhibitor	TrxR1 substrate	GLS inhibitor	Pin1 inhibitor	PI4K2A block	HP1b binding inh	USP1 inh	Tb PGK inh	TrxR1 inh
Listed for COc1ccc(Cn2c(SCC(N)=O)nc3c(sc4ccccc43)c2=O)cc1 : -3%	-2%[57.1 µM]	-10%	-2%	-4	-6%	-19%	-4%	17%[57.1 µM]
Listed for COc1ccc(S(=O)(=O)N(C(=O)c2ccncc2)c2ccc3oc(C)c(C(C)=O)c3c2)cc1 : 38%[activator]	-10%	4%	10%	4	23%	-23%	2%	?

The listing continues:
SMILES	mIDH1 inhibitor	TrxR1 substrate	GLS inhibitor	Pin1 inhibitor	PI4K2A block	HP1b binding inh	USP1 inh	Tb PGK inh	TrxR1 inh
O=C1CC2(CCN(C(=O)c3ccc(Br)cc3)CC2)Oc2ccccc21	6%	3%	7%	-2%	-2	11%	-9%	-2%	-7%
CCN1C(=O)[C@H]2[C@H]3CN=C(SCC(=O)c4ccccc4)N3[C@@](C)(C(=O)OC)[C@H]2C1=O	-3%[38.3 µM]	-6%	25%	-1%	-19	26%	-16%	6%	44%[activator]
COc1ccc(N=C/C=C2/C=C(c3ccccc3)OC(C)(C)O2)cc1	11%	4%	-1%	2%	-1	20%	-20%	-3%	29%
O=C(c1ccccc1Cl)N1CCN(S(=O)(=O)c2cccs2)CC1	-4%	-10%	5%	3%	5	21%	3%	-4%	-10%
Cc1ccc(NC(=O)CN(C)C(=O)c2cn(Cc3ccccc3)nc2-c2cccnc2)cc1	17%	-11%	1%	-6%	2	17%	-3%	i	-9%
O=C(c1ccccc1F)N1CCC(O)(c2cccnc2)CC1	0%	13%	4%	-6%	-9	25%	-6%	-4%	35%[activator]
O=c1[nH]c(/C=C/c2ccc(Cl)cc2Cl)c([N+](=O)[O-])c(=O)[nH]1	-9%	-5%	-3%	3%	-8	6%	-14%	-10%	?

A portion of the library (hit frequency here may not be typical).
